Screening results deposited in PubChem by several laboratories.
DAGLB inhibitor: blocks human DAGLB lipase activity | Q8NCG7 | HEK293T DAGLB membrane lysate, EnzChek fluorogenic substrate | inhibition, % at 5.17 µM | 340,000 compounds, 0.059% hits; in the data active = inhibition above about 34%;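 note: 0% = enzyme with vehicle and 100% = wells lacking enzyme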
C-LANA FP: inhibitors of KSHV LANA C-terminal domain DNA binding. inhibition, % at 9 µM. MBP-C-LANA/FAM-LBS DNA binding, fluorescence polarization. 340,000 compounds, 0.078% hits;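 active = highest replicate inhibition at or above 60% at 9 µM, even if other replicates fall short; inactive = all replicates below 60% inhibition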;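 note: 0% = neutral control wells and 100% = 4 µM acridine orange control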
PKA-R2B act: PKA-R2B complex activation; P22694+P31323; PKA-R2B holoenzyme dissociation, Cy5-IP20 fluorescence polarization; R2B truncated from residue 108, S112A mutant; 0% DMSO only, 100% 113 µM cGMP; activation, % at 11.4 µM; 340,000 compounds, 0.079% hits;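 active = activation above a cutoff set at the mean over all compounds plus 3 SD, cut at about 18% in these data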;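 note: higher means more holoenzyme dissociation and a rise in polarization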
Target sequence (P31323 whole entry, looked up, other chains not shown, the tested form may be a part): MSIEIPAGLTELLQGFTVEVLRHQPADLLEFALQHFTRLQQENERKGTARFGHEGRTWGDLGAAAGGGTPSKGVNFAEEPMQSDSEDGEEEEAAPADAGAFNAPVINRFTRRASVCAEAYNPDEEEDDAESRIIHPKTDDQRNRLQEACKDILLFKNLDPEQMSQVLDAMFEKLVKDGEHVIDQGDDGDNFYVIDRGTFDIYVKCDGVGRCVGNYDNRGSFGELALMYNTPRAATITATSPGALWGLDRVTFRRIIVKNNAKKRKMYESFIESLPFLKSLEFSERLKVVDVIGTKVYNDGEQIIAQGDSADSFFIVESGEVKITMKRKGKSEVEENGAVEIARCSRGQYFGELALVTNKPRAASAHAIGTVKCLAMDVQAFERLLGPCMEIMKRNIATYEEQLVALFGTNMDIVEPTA
Keap1 Nrf2 FP: inhibitors of human Keap1-Nrf2 protein-protein interaction | 340,000 compounds, 0.15% hits | inhibition, % at 9.4 µM | Keap1 Kelch-Nrf2 peptide fluorescence polarization, 1536-well; in the data active = inhibition above about 12%;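 note: human Keap1 Kelch domain with fluorescein labeled Nrf2 9mer peptide probe; 0% = neutral control wells and 100% = peptide positive control; higher means more block of Keap1 binding to Nrf2 peptide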
Target sequence (Q14145 whole entry, looked up, the tested form may be a part): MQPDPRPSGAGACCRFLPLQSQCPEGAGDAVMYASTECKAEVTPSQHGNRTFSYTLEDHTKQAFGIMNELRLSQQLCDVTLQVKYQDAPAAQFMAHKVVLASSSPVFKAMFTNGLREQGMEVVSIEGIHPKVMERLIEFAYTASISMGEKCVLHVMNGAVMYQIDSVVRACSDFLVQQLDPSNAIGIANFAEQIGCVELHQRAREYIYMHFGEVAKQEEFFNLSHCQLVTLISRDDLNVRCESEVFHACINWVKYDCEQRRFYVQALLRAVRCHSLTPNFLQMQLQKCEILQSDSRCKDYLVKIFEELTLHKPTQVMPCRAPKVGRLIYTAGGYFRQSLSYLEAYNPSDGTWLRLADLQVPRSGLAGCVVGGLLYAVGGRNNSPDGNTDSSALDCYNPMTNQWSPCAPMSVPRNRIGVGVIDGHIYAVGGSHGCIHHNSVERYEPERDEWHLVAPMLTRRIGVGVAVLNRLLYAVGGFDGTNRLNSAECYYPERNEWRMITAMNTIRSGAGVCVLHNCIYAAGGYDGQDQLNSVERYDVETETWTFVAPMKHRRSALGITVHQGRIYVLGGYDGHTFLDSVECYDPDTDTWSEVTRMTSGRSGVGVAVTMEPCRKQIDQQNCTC
Rtt109 HAT inh: inhibitors of Candida albicans Rtt109/Vps75 histone acetyltransferase | purified Rtt109/Vps75, ThioGlo CoA-SH fluorescence, 4 h | inhibition, % at 34.9 µM | 330,000 compounds, 0.16% hits;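 active = inhibition of at least 50% in every replicate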
RTF Ca sens act: cardiac RTF calcium sensitization. P19429+P45379. IANBD-labeled TnC RTF fluorescence at EC20 calcium; 0% EC20 calcium, 100% full calcium. activation, % at 7.2 µM. 340,000 compounds, 0.24% hits. AID 493008;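 active = activation above the mean over all tested compounds plus 3 SD, cut at about 30% in these data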;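 note: rise in fluorescence read as greater calcium sensitivity of cardiac thin filaments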
CAL PDZ FP-1: blocks peptide binding to the human CAL PDZ domain. Q9HD26. purified CAL PDZ, TMR-peptide fluorescence polarization, 1 h. inhibition, % at 24.9 µM. 300,000 compounds, 0.92% hits. AID 602252;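 active = mean inhibition of at least 30% with at least half of replicates also reaching 30%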;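 note: 0% = DMSO neutral control and 100% = excess unlabeled competitor peptide PRC23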
SR-BI uptake up: enhances SR-BI lipid uptake from DiI-HDL. 320,000 compounds, 0.096% hits. activation, % at 12.5 µM. AID 504775. CHO ldlA[mSR-BI] cells, DiI-HDL uptake fluorescence, 3 h; 100 = double the neutral-control signal;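 active = mean replicate activation of at least 60% and every replicate at or above 60%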;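 note: 0% = median plate neutral-control signal and 100% = twice that signal; values of inactives mirror those of a sister screen read the other way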
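Test system: SR-BI-overexpressing, LDLR-lacking CHO cells; Medium: Ham's F12 with 0.5% BSA, HEPES 25 mM, pH 7.4; Schedule: 3 h, 37 °C; Technique: bottom-read fluorescence, 550/595 nm.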
CAL PDZ FP-2: human CAL PDZ-peptide interaction inhibition; Q9HD26; purified CAL PDZ, TMR-peptide fluorescence polarization, 1 h; inhibition, % at 20 µM; 330,000 compounds, 0.02% hits; AID 504414;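 active = highest replicate inhibition of at least 40%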;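 note: plate controls were DMSO neutral control wells for no effect and unlabeled competitor peptide control wells for full effect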
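System: purified tagged CAL PDZ domain construct (CerCALP). Schedule: 1 h incubation at room temperature before polarization reading. Medium: 25 mM sodium phosphate pH 7.4, 150 mM NaCl, TCEP, IgG, Thesit. Read-out: percent inhibition from loss of millipolarization. Measured by: FP readout, S and P plane fluorescence. Probe or stimulus: fluorescent TMR peptide probe.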
RTF Ca sens inh: cardiac RTF calcium desensitization | IANBD-labeled cardiac RTF, Ca2+ fluorescence | 340,000 compounds, 0.12% hits | P19429+P45379 | inhibition, % at 7.15 µM;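 active = inhibition above the mean inhibition of all tested compounds plus 3 SD, cut at about 17% in these data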;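 note: assay run at fixed EC70 calcium of 1.6 mM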
The depositor's hits bear a star; x = not tested or not shown; & = joins results of further samples; ! = repeats disagree.

SMILES	DAGLB inhibitor	C-LANA FP	PKA-R2B act	Keap1 Nrf2 FP	Rtt109 HAT inh	RTF Ca sens act	CAL PDZ FP-1	SR-BI uptake up	CAL PDZ FP-2	RTF Ca sens inh
CN(C)c1ccc(C(=O)Nc2nnc(C3=COCCO3)o2)cc1	-1	0.3	-8	-4	26	-1	5	9	-0.4	1
COc1ccc(N2CCN(C(=O)c3ccc(-c4nc5ccccc5s4)o3)CC2)cc1	0	2.1	-8	2	-2	-5	-3	6	0.6	-7
CC(C)(C)N(Cc1cc2ccccc2[nH]c1=O)C(=O)c1cccc([N+](=O)[O-])c1	5	-2.8	10	3	-3	2	-1	9	-3.7	2
COC(=O)c1ccc(CSc2ccc3nnc(-c4cccc(F)c4)n3n2)o1	4	-1.0	6	-2	-6	1	x	5	-2.2	2
CC(C)Cn1c(N)c(C(=O)CCl)c(=O)n(C)c1=O	-1	-0.5	-10	0	5	-6	-1	-34	0.8	0
CC(=O)c1cccc(NC(=O)CN2C(=O)c3ccccc3C2=O)c1	-2	-0.4	1	-4	-4	2	-3	27	-0.7	-5
COc1nc(NCC(C)C)nc(Oc2ccc(=O)n(-c3ccccc3)n2)n1	1	-1.2	-1	-3	-4	-1	x	6	-0.9	-9
CC1=CC(C)(C)Nc2ccc(OC(=O)CN3C(=O)c4ccccc4C3=O)cc21	2	1.3	-11	-1	7	4	-5	46	0.0	-4
CN(C(=O)Nc1ccccc1)n1cnc2ccccc2c1=O	-1	-0.9	-12	3	-2	0	x	-1	-0.6	-1
NS(=O)(=O)c1ccc(NC(=O)COC(=O)C23CC4CC(CC(C4)C2)C3)cc1	-2	-0.2	1	-3	2	-6	-4	13	-0.5	4
COc1ccccc1C(=O)Nc1ccc(C(=O)N2CCCC2)cc1	-2	-1.6	-12	-3	-9	3	x	-13	-0.9	-2
O=C(O)c1cc(-c2cccs2)nn1-c1cccc(Cl)c1	2	-1.5	-20	-2	2	-2	5	-1	0.1	-4
Cc1[nH]c2ccccc2c1C(=O)CSc1ncn[nH]1	1	-0.2	0	-2	-2	4	-4	-10	x	0
O=S(=O)(c1cccc(S(=O)(=O)N2CCOCC2)c1)N1CCCCCC1	-1	0.7	-4	-2	3	1	-3	-9	-1.7	2
OCc1nc2ccccc2n1CCOc1ccccc1	3	-0.1	1	-5	8	0	-4	-3	1.2	-6
NCCN1C(=O)S/C(=C\c2ccc3c(c2)OCO3)C1=O	0	-0.6	-5	-10	5	4	-2	1	-1.4	-1
O=C(Nc1ccc2c(c1)OCCO2)C(=S)NCc1ccccc1	-1	-1.9	10	1	1	4	-6	12	0.2	-12
CN(C)C(=O)c1snnc1-c1ccccc1	-1	-2.8	-7	-2	9	-6	-2	-13	0.1	2
COc1ccc(NC(=O)CCNC(=O)c2ccco2)cc1S(=O)(=O)N(C)C	-1	0.2	3	-4	-8	8	-4	-2	-3.4	-4
Cc1cc(=O)[nH]c(SCC(=O)c2ccc(O)c(O)c2)n1	0	6.6	-4	-3	8	-6	-9	22	-0.9	0
C=CCn1c(SCc2nc3sc4c(c3c(=O)[nH]2)CCCC4)nc2ccccc2c1=O	0	-1.3	-8	-8	0	7	-2	-10	-3.0	-10
O=C(CNC(=O)Cc1ccccc1)NCC(=O)OCC(=O)c1ccc(Cl)cc1	-3	1.5	6	-7	15	-8	-2	18	-0.3	0
COc1ccc(S(=O)(=O)N2CCN(C(=O)N3CCOCC3)C2C)cc1 (stereo not given)	-3	-0.1	-2	0	0	-7	16	x	-1.7	-3
Nc1ccc2nc(SCC(=O)N3CCN(c4ccccc4)CC3)sc2c1	3	0.3	10	-4	-1	6	1	-15	0.5	-8
CCCN1CCC(NC(=O)c2cccc(Oc3ccccc3)c2)CC1	-1	-1.4	1	-2	13	-4	-1	8	-2.6	3
New compounds follow
SMILES	DAGLB inhibitor	C-LANA FP	PKA-R2B act	Keap1 Nrf2 FP	Rtt109 HAT inh	RTF Ca sens act	CAL PDZ FP-1	SR-BI uptake up	CAL PDZ FP-2	RTF Ca sens inh
CCN(CC)CCNC(=O)C(=O)NCC1OCCN1S(=O)(=O)c1ccc(Cl)cc1 (stereo not given)	1	-3.1	14	-1	-3	-2	7	17	1.2	4
Cc1cccc(NC(=O)Nc2ccc(Cl)cc2)n1	2	4.2	3	0	-5	-5	40*	-7	-0.9	-3
O=C(NC1CCSc2ccccc21)c1cccc(OC(F)F)c1 (stereo not given)	-3	-0.5	0	-4	1	-3	-2	x	-1.5	-16
O=C(NC1CCCCC1)c1ccc(S(=O)(=O)c2ccccc2)cc1	x	0.8	x	1	0	x	2	26	-0.5	x
Brc1ccc(OCc2ccccc2)c(CNCc2ccncc2)c1	-3	-2.3	-1	0	7	-1	x	18	-2.9	-4
COC(C(=O)C(O)C(C)O)C1Cc2cc3cc(OC4CC(OC5CC(O)C(O)C(C)O5)C(O)C(C)O4)c(C)c(O)c3c(O)c2C(=O)C1OC1CC(OC2CC(OC3CC(O)C(OC)C(C)O3)C(O)C(C)O2)C(O)C(C)O1 (stereo not given)	-4	17	-1	-1	1	5	10	-10	-0.7	-23
CCCNCC1C(Oc2ccc(Cl)cc2)C(=O)N1c1ccccc1C (stereo not given)	-2	-1.0	7	-3	-7	-3	-5	14	-0.9	1
CC1=NNC(=O)C1CC(=O)N/N=C(\C)c1cccs1 (stereo not given)	2	-0.9	2	-4	9	7	-1	9	1.3	-1
O=C(Nc1cccc(Cl)c1)c1cc(-c2ccco2)on1	-4	0.4	0	-2	-3	-7	-7	-12	-1.9	-3
O=C(Nc1ccc2nc(-c3ccco3)c(-c3ccco3)nc2c1)NC1CC1	4	0.8	-11	0	-58	-24	-2	-8	-4.0	24*
Fc1ccc([C@@H]2CCNC[C@H]2COc2ccc3c(c2)OCO3)cc1	1&1&2	2.2&-1.7&1.6	-8&-5&-4	-2&-5&-2	-3&9&2	-1&3&-5	-1&-3&0	7&4&-12	0.1&-0.7&-0.2	20*!
Cc1ccc(CCNC(=O)C2CC(c3cc(C(F)(F)F)cc(C(F)(F)F)c3)=NO2)cc1 (stereo not given)	1	0.6	7	3	-4	-3	-3	20	-0.5	-1
O=C(CNC(=O)c1ccc(Br)o1)NNC(=O)c1ccc(Br)cc1	0	-0.5	-13	-5	2	3	x	13	-0.5	-9
CCOC(=O)CNC(=O)CN1C(=O)CCS(=O)(=O)c2ccccc21	-1	0.3	13	2	-2	5	1	52	0.4	6
S=c1[nH]ncn1/N=C/c1ccccn1	-2	-1.9	-10	-2	x	-3	1	-13	-2.2	-3
CCc1ccc(C(=O)NN(C(=O)c2ccc(CC)cc2)C(C)(C)C)cc1	-5	-0.4	-8	-2	-2	1	8	1	-1.0	-2
CCO[C@H]1OC(C(=O)N2CCCCCCC2)=C[C@@H](C)[C@@H]1CCCO	0	-0.9	4	-7	-4	-1	-2	14	0.7	-6
O=C(NNC(=O)c1ccccc1F)c1ccc2nc[nH]c2c1	1	3.9	5	-8	-2	-3	-2	10	-2.6	-5
CN1CCCN(C(=O)CSc2ccccc2)CC1	-2	0.9	0	3	-4	-7	-5	-3	x	0
CCC1CCCCN1CCCNC(=O)c1cn(C)c2ccc(S(=O)(=O)N3CCOCC3)cc2c1=O (stereo not given)	-2	0.2	4	-4	-8	-1	7	13	-3.0	0
CN(C(=O)c1cccc(NC(=O)Cc2cccc(NC(=O)C3CCCN(C(=O)C4CCC4)C3)c2)c1)C1CC1 (stereo not given)	0	0.5	0	5	-1	3	-7	-41	1.1	-6
CCSc1nc(-c2ccc(OC)cc2)cc(-c2ccccc2)c1C#N	-4	-1.5	-8	-3	-5	7	7	-80	0.1	-5
C[C@@H]1C(c2cccc(Cl)c2)=NN(c2ccccc2)[C@H]1C(=O)N1CCOC1=O	-1	0.1	-2	-6	-3	1	5	-5	-0.6	-1
O=C(c1ccccc1)c1ccc[nH]1	1	0.6	-9	-4	-3	3	-3	-4	-0.9	-2
COc1ccc(/C=C/C(=O)NCC(=O)N/N=C(\C)Cc2ccccc2)cc1	-3	-1.4	3	-4	-1	-5	-3	13	-1.5	-9
(listing goes on)
SMILES	DAGLB inhibitor	C-LANA FP	PKA-R2B act	Keap1 Nrf2 FP	Rtt109 HAT inh	RTF Ca sens act	CAL PDZ FP-1	SR-BI uptake up	CAL PDZ FP-2	RTF Ca sens inh
O=C(NCCOC(=O)c1ccccc1C(=O)OCCNC(=O)c1cccnc1)c1cccnc1	0	0.6	-6	1	0	-5	x	22	-0.6	2
S=c1[nH]nc(-c2ccc3c(c2)OCO3)n1-c1ccccc1	2	-2.3	-7	-6	-3	-5	-4	12	-1.3	-23
Cc1cc2c(cc1S(=O)(=O)N(C)Cc1ccccc1)n(C)c(=O)c(=O)n2C	0	-0.8	-7	-3	-5	3	x	1	-0.8	-8
CCCc1nc2ccccc2n1CCc1ccccc1	-2	1.3	-5	-2	-6	-2	-5	-13	-1.9	-1
COc1ccc2[nH]c(=O)c(C(c3nnnn3C3CCCC3)N3CCN(Cc4ccc5c(c4)OCO5)CC3)cc2c1 (stereo not given)	-1	-1.4	-2	-8	-11	6	3	17	-1.6	-13
COc1ccc(C2CC2/C(=N/O)c2ccccn2)cc1 (stereo not given)	0	0.0	-13	-5	-2	10	0	0	0.7	-19
CCc1ccccc1NC(=O)C(C#N)Cc1cccnc1 (stereo not given)	2	0.3	2	2	x	0	3	15	-2.8	0
NS(=O)(=O)c1cccc(NC(=O)COC(=O)CC2CC3CCC2C3)c1 (stereo not given)	-1	2.1	-5	-2	-3	8	0	5	-1.8	-1
CCCCn1c(=O)c(CCC(=O)OCC(=O)Nc2cccc3ccccc23)nc2ccccc21	-1	-0.1	-11	-4	-4	0	-4	7	-2.5	1
C/C(=N\N=C(N)N)c1cc(Cl)ccc1Cl	-1	-0.9	-2	-2	5	5	-2	39	-2.8	4
COc1ccc2nc(NC(=O)Cc3cccs3)sc2c1	-2	-0.5	2	-2	2	0	-5	-8	-2.6	1
O=C(CN(Cc1ccccc1)C(=O)c1cc2c(s1)CCC2)NCc1cccs1	-4	-1.6	-7	2	4	-11	-2	-4	-0.6	3
CCOC(=O)C1CCN(S(=O)(=O)c2cn(C)c(C)n2)CC1	0	1.1	0	-4	5	-2	5	25	0.2	-3

CAL PDZ FP-1: entries above that show a hit.
smiles | DAGLB inhibitor | C-LANA FP | PKA-R2B act | Keap1 Nrf2 FP | Rtt109 HAT inh | CAL PDZ FP-1 | SR-BI uptake up | CAL PDZ FP-2
Cc1cccc(NC(=O)Nc2ccc(Cl)cc2)n1 | 2 | 4.2 | 3 | 0 | -5 | 40* | -7 | -0.9
